High-throughput results (PubChem BioAssay)
IL2 activator – IL-2 activation; AID 652025; activation, % (series mostly up to about 46 µM); IL-2 activation reporter assay, cell-based qHTS; stimulated with anti-CD3/CD4/CD28 beads; in transgenic mouse T cells; actives 0.065% (n = 360,000); in the data active = activation above about 50%; inconclusive = mostly about 30% to 49%; also: 0% is about no effect
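Using fluorescent plate cytometry, EGFP and DsRed are detected in transgenic mouse T cells stimulated 18 h at 37 degrees C with antibody-coated beads after 60 min compound pretreatment.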
EPAC2 agonist – agonists of human EPAC2 (RAPGEF4). actives 0.079% (n = 360,000). Potency, µM (top dose mostly 154 µM), for inactives: at the highest dose activation, usual class: activators. Q8WZA2. EPAC2 activation, biochemical qHTS; response scale: 100% = 6.5 mM cAMP response. AID 720711; also: potency is read from the fitted curve at half-maximal effect; nearly all actives have a fitted effect of over 50% in size
Target sequence (Q8WZA2 whole entry, looked up): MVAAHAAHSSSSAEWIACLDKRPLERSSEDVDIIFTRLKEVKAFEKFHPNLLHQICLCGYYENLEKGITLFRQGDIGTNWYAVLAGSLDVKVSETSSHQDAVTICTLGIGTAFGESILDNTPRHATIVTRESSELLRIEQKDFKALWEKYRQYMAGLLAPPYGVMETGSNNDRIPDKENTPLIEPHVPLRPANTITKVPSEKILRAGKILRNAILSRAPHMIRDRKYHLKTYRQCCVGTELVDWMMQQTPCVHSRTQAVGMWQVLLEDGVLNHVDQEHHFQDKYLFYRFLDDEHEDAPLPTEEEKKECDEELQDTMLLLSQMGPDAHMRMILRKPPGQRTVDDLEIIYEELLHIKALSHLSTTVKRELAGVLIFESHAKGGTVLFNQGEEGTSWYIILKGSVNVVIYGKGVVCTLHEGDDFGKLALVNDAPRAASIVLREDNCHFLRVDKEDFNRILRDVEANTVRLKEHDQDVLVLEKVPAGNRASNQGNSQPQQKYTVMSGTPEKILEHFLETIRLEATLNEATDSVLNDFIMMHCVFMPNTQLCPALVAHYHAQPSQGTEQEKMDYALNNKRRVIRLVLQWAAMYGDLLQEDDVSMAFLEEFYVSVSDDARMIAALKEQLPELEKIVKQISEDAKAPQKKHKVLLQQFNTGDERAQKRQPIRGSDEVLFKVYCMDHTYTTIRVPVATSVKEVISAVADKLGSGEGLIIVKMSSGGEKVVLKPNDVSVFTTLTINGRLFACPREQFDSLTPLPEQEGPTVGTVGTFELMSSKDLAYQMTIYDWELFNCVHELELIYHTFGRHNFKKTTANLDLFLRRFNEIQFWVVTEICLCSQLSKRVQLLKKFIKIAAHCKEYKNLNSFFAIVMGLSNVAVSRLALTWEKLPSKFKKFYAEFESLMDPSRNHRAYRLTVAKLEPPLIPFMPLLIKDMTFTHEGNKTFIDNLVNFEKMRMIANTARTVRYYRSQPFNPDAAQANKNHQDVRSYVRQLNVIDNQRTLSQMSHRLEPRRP
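Each well held 100 nM EPAC2, 250 nM RAP1B-BODIPY-GDP and 50 uM GDP. Fluorescence, read at 5-min intervals to 30 min, was referenced to a 6.5 mM cAMP positive control.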
HepG2 tox – counter-screen for TGF-b inhibitors: cytotoxicity in HepG2 cells | HepG2 CAGA-GFP viability, ATP luminescence, 18 h | Potency, µM (top dose mostly 46.1 µM), inactives show at the highest dose activity change, negative = cytotoxicity, most hits filed as cytotoxic | actives 0.76% (n = 410,000); also: potency is read from the fitted curve at half-maximal effect; some results filed as inactive show a strong effect at the top dose
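HepG2 CAGA-GFP cells (1000/well, DMEM with 1% FBS) received compound, then TGF-beta at 500 pg/mL final, and were incubated 18 hours at 37 degrees C. Viability was read by CellTiter-Glo luminescence. Media-only wells were set as complete cell-killing and DMSO as no toxicity.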
ATXN viability – viability counter-screen for ATXN expression inhibitors; S2 cells (HEK-293 line with an ATXN2-luciferase reporter) viability, CellTiter-Fluor protease fluorescence, 24 h; Potency, µM (series often up to 56.7 µM), usual class: cytotoxic; actives 0.49% (n = 400,000); also: potency is read from the fitted curve at half-maximal effect; nearly all actives have a fitted effect of over 40% in size
A549 viability – A549 cytotoxicity, counter-screen for Nrf2 inhibitors | A549 ARE-Fluc cells, CellTiter-Fluor viability, 18-24 h | Potency, µM (series often up to 46 µM), for inactives: top-dose activity change, negative = cytotoxicity, hits mostly inhibitors | actives 0.16% (n = 390,000); also: potency is read from the fitted curve at half-maximal effect; % is scaled to controls: 0 for no effect and ±100 for the full control effect
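A549 ARE-Fluc cells in 5% FBS OPTI-MEM, 5000 cells/well, rested 2 h then exposed to compounds in concentration-response for 18-24 h at 37 °C. Viability by CellTiter-Fluor fluorescence (Ex 405/Em 525) after 30 min; luciferase luminescence (BugLite, 15 min, RT) read afterwards.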
Nrf2 inh – blocks Nrf2 signaling; A549 ARE-Fluc reporter, luciferase luminescence, 18-24 h; Potency, µM (highest dose often 46 µM), for the others: top-dose activity change, negative = inhibition, actives largely listed as inhibitors; actives 2.1% (n = 360,000); AID 504444; also: potency is read from the fitted curve at half-maximal effect; % is scaled to controls: 0 for no effect and ±100 for the full control effect; nearly all actives have a fitted effect of over 60% in size
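Reporter: ARE-Fluc in A549. Exposure: 18-24 h, 37 °C, 5% CO2, 5% FBS OPTI-MEM. Readouts: fluorescent cytotoxicity (CellTiter-Fluor), then luminescent Nrf2 signal after BugLite.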
Nrf2 activator – activators of Nrf2 (ARE) signaling. AREc32 ARE-luciferase reporter (MCF7-derived line), luminescence, 24 h. Potency, µM (top dose mostly 46.1 µM), for the others: at the highest dose activation, hits mostly activators. actives 0.31% (n = 410,000). AID 624171; also: potency is read from the fitted curve at half-maximal effect; % of control where 0% means no effect; nearly all actives have a fitted effect of over 65% in size
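ARE activation measured as luciferase luminescence (Steady-Glo, 30 min RT) in AREc32_Fluc cells after 24 hr compound exposure at 37 deg C, 5% CO2; cells seeded overnight at 1000/well in OPTI-MEM, 5% FBS.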
ATXN2 expr inh – inhibitors of ATXN2 expression; HEK-293 ATXN2-luciferase reporter, luminescence, 24 h; Potency, µM (highest dose often 57 µM), for the others: top-dose activity change, negative = inhibition, hits mostly inhibitors; actives 0.72% (n = 360,000); AID 1745845; also: potency is read from the fitted curve at half-maximal effect; % is scaled to controls: 0 for no effect and ±100 for the full control effect; nearly all actives have a fitted effect of over 55% in size
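ATXN2-luciferase reporter cells (luciferase flanked by upstream and downstream ATXN2 gene portions) were treated 24 h at 37 °C with compounds at up to 57 uM. SteadyGlo luminescence gave expression; GF-AFC fluorescence gave viability.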
TGFb inhibitor – TGF-b pathway inhibition. Potency, µM (series often up to 46.1 µM), without a hit: at the highest dose activity, negative = inhibition, usual class: inhibitors. actives 1.2% (n = 410,000). HepG2 CAGA-GFP TGF-b/SMAD3 reporter, GFP fluorescence, 18 h; TGF-beta stimulated, 500 pg/mL final; also: potency is read from the fitted curve at half-maximal effect; % is scaled to controls: 0 for no effect and ±100 for the full control effect; nearly all actives have a fitted effect of over 65% in size
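HEPG2 CAGA-GFP cells (1000/well, DMEM with 1% FBS) were pre-incubated 2 h at 37 degrees C, given compound by pin tool, then stimulated with TGF-beta at 500 pg/mL final for 18 h before per-cell GFP fluorescence imaging.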
Starred values were filed as active, the others as inactive; i = inactive; ? = inconclusive; . = not tested or not shown; & = joins results of further samples; [ ] = another dose, or the depositor's remark. Unless noted, calls follow the shape of the dose curve; as a rule, active = well fitted curve in the direction sought with a large enough effect; inconclusive = small, poorly fitted or top-dose-only effect, or another doubt; inactive = no such curve, though single readings can be large; an effect the other way counts as inactive or inconclusive.

cpd	smiles	IL2 activator	EPAC2 agonist	HepG2 tox	ATXN viability	A549 viability	Nrf2 inh	Nrf2 activator	ATXN2 expr inh	TGFb inhibitor
1	CC1=NN(C(=O)CCc2ccccc2O)C(O)(C(F)(F)F)C1 (stereo not given)	0.0	-15%	-4%	i	0%	11%	0.7%	-2%	2%
2	COc1ccc(-c2cc(C(=O)NCCc3ccccc3)c3cc(C(C)C)ccc3n2)cc1	.	.	-22%	i	22%	.	3.9%	21%	-8%
3	N#Cc1cn(CC(=O)NCCc2c[nH]c3ccccc23)c2ccccc12	-0.7	-3%	-6%	i	-12%	?	0.2%	-1%	1%
4	N#Cc1ccc(C23CC4(C2)[C@H](CN(Cc2ccc(-c5ccccc5)cc2)[C@@H]4c2ccccc2)C3c2ccc(Cl)nc2)cc1 (stereo not given in full)	-0.1	-1%	-7%	i	-1%	-6%	0.5%	3%	?
5	O=C(CNC(=O)c1cccs1)NCC(=O)OCc1ccc(Cl)cc1	0.3	7%	-14%	i	5%	5%	0.5%	6%	-18%
6	Cc1ccc(NC(=O)COC(=O)COc2ccc(Cl)cc2)c([N+](=O)[O-])c1	0.5	19%	-22%	i	17%	10%	0.3%	9%	-13%
7	CCN(CC)S(=O)(=O)c1ccc(OC)c(NC(=O)c2ccc(-n3cncn3)c([N+](=O)[O-])c2)c1	-0.2	-8%	3%	i	1%	12%	0.7%	4%	?
8	CN(CC(=O)Nc1cc(Cl)ccc1-n1cncn1)Cc1ccccc1N1CCOCC1	-3.7	-17%	3%	i	.	.	3.4%	.	-1%
9	CCC1(CC)C(=O)NC(=O)NC1=Nc1ccccc1	-1.4	2%	0%	i	8%	-2%	1.7%	-1%	2%
10	CCCCc1c(C)nn(-c2nnc3c4ccccc4n(C)c3n2)c1C	-1.9	-14%	-11%	i	-19%	?	0.2%	26%	-26%
11	Cc1cc(C)cc(NC(=O)CN2C(=O)CSc3ccc(S(=O)(=O)N4CCCC4)cc32)c1	.	.	-23%	.	-2%	?	0.4%	.	-15%
12	Clc1ccc(CN2C3=NCCCN3c3ccccc32)cc1Cl	-0.5	1%	-33%	i	-3%	?	2.2%	?	-20%
13	CCN(Cc1ccccc1)C(=O)Cn1c(=O)cc(C)c2c(C)nn(-c3cccc(F)c3)c21	.	.	-2%	i	-22%	21µM*	-0.8%	9%	19%
14	CCN(CC)S(=O)(=O)c1ccc(S(=O)(=O)N(CC(=O)Nc2ccccc2)Cc2ccco2)cc1	-1.1	13%	-19%	i	-1%	-5%	0.1%	-7%	-18%
15	CCN(CC)S(=O)(=O)c1ccc(OC)c(NC(=O)/C=C/c2ccco2)c1	-0.8	9%	-10%	i	1%	3%	?	-2%	-9%
16	COc1cc(C#N)ccc1OCC(=O)Nc1cccc(S(=O)(=O)N(C)c2ccccc2)c1	-4.5	-2%	-19%	i	.	.	0.3%	.	2%
17	CCC(CC)NC(=O)CCCSc1nc2ccccc2[nH]1	-1.6	10%	-156%	i	3%	1%	0.0%	2%	-16%
18	CC(NC(=O)COC(=O)c1ccc2c(c1)S(=O)(=O)N=C1CCCCCN12)C12CC3CC(CC(C3)C1)C2 (stereo not given)	-2.6	4%	0%	i	-4%	2%	0.0%	-21%	-6%
19	Cc1nn(C)c(Oc2cccc(C(F)(F)F)c2)c1C#N	-0.6	-2%	4%	?	-1%	17%	-0.2%	-10%	13%
20	C[C@H]1CN([C@@H](C)CO)C(=O)CCCn2nncc2CO[C@@H]1CN(C)C(=O)NC1CCCCC1	-0.8	12%	0%	?	.	.	-0.2%	2%	4%
21	CC1(C)CC(=O)C(C(C2=C(O)CC(C)(C)CC2=O)c2ccco2)C(=O)C1 (stereo not given)	1.9	-4%	-11%	i	-6%	-2%	1.8%	-7%	-17%
22	CC(=O)c1cc2c(cc1N/C(=N/S(=O)(=O)c1ccc(C)cc1)c1ccc(F)cc1)OCO2	.	.	-11%	i	9%	.	5.7%	8%	-13%
23	Cc1ccc(C(=O)NC2CCN(C(=O)Nc3ccccc3Cl)CC2)cc1	-4.1	7%	-17%	?	1%	?	-0.2%	-22%	-2%
24	O=c1[nH][nH]c(-c2ccccc2O)c1C(C[N+](=O)[O-])c1ccccc1 (stereo not given)	-4.0	-6%	-9%	i	-3%	13%	?	4%	-4%
25	Cc1ccc(-c2nnc(SCC(=O)N/N=C/c3ccc(C)s3)n2-c2ccc(C)cc2)cc1	1.1	-6%	-19%	?	?	21µM*	0.4%[9.22 µM]	0%	?
26	CCC(Sc1nc2ccncc2[nH]1)C(=O)Nc1cc(C)ccc1C (stereo not given)	.	.	-20%	i	-10%	0%	3.7%	0%	?
27	OC(CNCC1CCCO1)Cn1c2ccc(Cl)cc2c2cc(Cl)ccc21 (stereo not given)	-3.4	7%	-100%	?	-24%	2%	-1.9%	?	?
28	CCCN1C(=O)C2(SC(NC(C)=O)=NN2C(C)=O)c2cc(C)ccc21 (stereo not given)	1.0	-9%	11%	i	-5%	-7%	-0.7%	-8%	12%
29	COc1ccccc1N=NC1=C(O)CC(C)(C)CC1=O	-3.2	-3%	3%	?	-4%	-6%	2.0%	-38%[11.3 µM]	5%
30	O=C(CSc1nncn1-c1ccccc1)c1c[nH]c2ccccc12	0.7	4%	-10%	i	0%	14%	2.5%	5%	7%
31	CNS(=O)(=O)c1cccc(C(=O)OCC(=O)/C=C2/N(C)c3ccccc3C2(C)C)c1	-2.5	10%	-34%	i	9%	1%	1.8%	-20%	-12%
32	Cc1cc(C)nc(Nc2n[nH]c(-c3ccc(N)cc3)n2)n1	-0.9	0%	4%	i	-1%	?	-0.7%	0%	1%
33	Cc1cc(C)c(NC(=O)c2ccc[n+](Cc3ccc([N+](=O)[O-])cc3)c2)c(C)c1	3.0	-6%	29%	i	-1%	0%	-0.6%	6%	0%
34	CCOCCCNC(=O)c1c(N)n(-c2ccc3c(c2)OCO3)c2nc3ccccc3nc12	1.0	-7%	11%	.	3%	?	-1.2%	8%	1%
35	O=C(O)c1cc(-c2ccco2)nn1-c1ccc(Cl)cc1	0.6	-2%	11%	i	6%	29%	0.0%	-3%	-4%
36	Cc1cc(C(C)(C)C)cc(S(=O)(=O)NCC(=O)O)c1C	3.8	-32%[inhibitor][15.6 µM]	14%	i	0%	13%	0.5%	-6%	37%[activator]
37	O=c1c2ccccc2sc2nc(CCl)nn12	0.4	4%	-54%	?	?	19%	4.5%	?	?
38	C[C@H](CO)N1C[C@H](C)[C@@H](CN(C)C(=O)NC2CCCCC2)Oc2c(NC(=O)Nc3ccc4c(c3)OCO4)cccc2C1=O	-0.7	-12%	2%	i	-2%	13%	3.6%	15%	-18%
39	CN1CCN(C(CNC(=O)C(=O)Nc2ccc3c(c2)OCCO3)c2ccc(F)cc2)CC1 (stereo not given)	-0.5	-1%	4%	i	-2%	-8%	1.3%	3%	-15%
40	Cc1cccc(S(=O)(=O)NC(=O)C2(C)CCN2C(=O)c2cccc(F)c2)c1 (stereo not given)	-0.5	9%	-12%	i	.	.	-0.2%[9.22 µM]	-2%	2%
41	CCCCn1nc2cc(C(=O)NCc3cc(C(F)(F)F)cc(C(F)(F)F)c3)ccc2c1OC	0.0	-5%	-13%	i	1%	?	-0.3%	5%	?
42	CCn1c2ccccc2c2nnc(SCc3ccccc3)nc21	-1.5	0%	-24%	i	-4%	?	7.2%	4%	-19%
43	Cc1nn(S(=O)(=O)c2ccccc2)c(C)c1S(=O)(=O)N1CCC(C)CC1	-2.2	-5%	9%&0%	i	-3%&1%	-9%	-1.0%&-0.4%	8%&7%	0%&-4%
44	O=C(Nc1ccc(C(=O)N2CCCC2)cc1)C1CCCCC1	0.9	-3%	4%	i	0%	0%	2.8%	5%	9%

Record cards, as listed above.
`O=C(Nc1ccc(C(=O)N2CCCC2)cc1)C1CCCCC1` reads IL2 activator: 0.9; EPAC2 agonist: -3%; HepG2 tox: 4%; ATXN viability: i; A549 viability: 0%; Nrf2 inh: 0%; Nrf2 activator: 2.8%; ATXN2 expr inh: 5%; TGFb inhibitor: 9%
`CCOCCCNC(=O)c1c(N)n(-c2ccc3c(c2)OCO3)c2nc3ccccc3nc12` reads IL2 activator: 1.0; EPAC2 agonist: -7%; HepG2 tox: 11%; ATXN viability: .; A549 viability: 3%; Nrf2 inh: ?; Nrf2 activator: -1.2%; ATXN2 expr inh: 8%; TGFb inhibitor: 1%
`Cc1cc(C)nc(Nc2n[nH]c(-c3ccc(N)cc3)n2)n1` reads IL2 activator: -0.9; EPAC2 agonist: 0%; HepG2 tox: 4%; ATXN viability: i; A549 viability: -1%; Nrf2 inh: ?; Nrf2 activator: -0.7%; ATXN2 expr inh: 0%; TGFb inhibitor: 1%
